# Source: PubChem (National Center for Advancing Translational Sciences (NCATS))
# DRD3 agonist: agonists of human D3 dopamine receptor | P35462 | D3R DiscoveRx beta-arrestin cells, luminescence, 90 min | max activation, % | hit rate 0.58% among 410,000 | AID 652048; in the data active = max activation above about 30%; note: 0% is about no effect; mostly tested at two doses, the higher about 12 µM
# Target sequence (P35462 whole entry, looked up): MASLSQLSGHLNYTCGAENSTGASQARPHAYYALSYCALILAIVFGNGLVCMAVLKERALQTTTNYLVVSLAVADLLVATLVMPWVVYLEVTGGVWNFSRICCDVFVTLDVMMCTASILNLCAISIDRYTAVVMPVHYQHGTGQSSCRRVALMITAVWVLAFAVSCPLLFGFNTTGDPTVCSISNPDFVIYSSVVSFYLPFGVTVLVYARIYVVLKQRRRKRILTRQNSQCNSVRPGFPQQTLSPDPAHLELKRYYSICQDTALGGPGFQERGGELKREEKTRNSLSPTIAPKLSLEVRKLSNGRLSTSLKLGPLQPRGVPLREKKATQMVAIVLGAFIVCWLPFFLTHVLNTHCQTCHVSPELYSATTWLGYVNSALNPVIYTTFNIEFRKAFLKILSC
#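 Cells at 1500/well, incubated overnight, then treated with pinned compounds (dopamine as control) for 90 min at 37 degrees C. DiscoveRx reagent added for 30 - 60 minutes at room temperature; luminescence read.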
# KB-V1 MDR tox: KB-V1 MDR subline cytotoxicity; KB-V1 MDR cells viability, CellTiter-Glo, 72 h; Potency, µM (titrated, usually from 46.1 µM), for the others: at the highest dose activity change, negative = cytotoxicity, most hits filed as cytotoxic; hit rate 3.4% among 400,000; note: potency is the fitted concentration of half-maximal effect; % is set by controls: 0 for no effect and ±100 for the full control effect; nearly all actives have a fitted effect of over 60% in size
#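 Cytotoxicity toward P-gp-expressing KB-V1 cells was determined as loss of CellTiter-Glo luminescence after 72 h at 37 degrees C. Compounds were tested in quantitative HTS format across a concentration range, with curves fitted to normalized data.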
# KB-3-1 tox: KB-3-1 parental cell cytotoxicity | hit rate 1.4% among 400,000 | Potency, µM (top dose mostly 46.1 µM), without a hit: top-dose activity change, negative = cytotoxic, usual class: cytotoxic | KB-3-1 viability, CellTiter-Glo ATP luminescence, 72 h; note: potency is the fitted concentration of half-maximal effect; % is set by controls: 0 for no effect and ±100 for the full control effect; nearly all actives have a fitted effect of over 60% in size
#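 KB-3-1 cells, DMEM (no phenol red) + 10% FBS; compound by pin transfer, 72 h, 37 °C. Readout: CellTiter-Glo luminescence after 10 min. Data normalized, curve-fitted.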
# Active calls of the source: *; ? = inconclusive. Unless noted, calls come from the whole dose curve; as a rule, active = well fitted cell-killing curve with a large enough effect; inconclusive = small, poorly fitted or top-dose-only effect, or effect the other way; inactive = flat fitted curve, though single readings scatter. Only part of the results is shown; the hit share may differ from the screen's.
(1) Cc1cccc(NC(=O)C2CCCN(S(=O)(=O)c3ccc(Br)s3)C2)c1 (stereo not given)
(2) CCN(CC)C(=O)Cn1c(=O)cc(C)c2c(C)nn(-c3ccc(C)cc3)c21
(3) Cc1cc(C)c(NC(=O)CSc2nc3ccccc3c3nc(-c4ccccc4)nn23)c(C)c1
(4) O=C(NCC(c1ccc2c(c1)OCO2)N1CCOCC1)C(=O)Nc1ccc(Cl)cc1 (stereo not given)
(5) COc1ccccc1C(=O)Oc1c(Sc2ccccc2)c(C)nn1-c1ccccc1
(6) CCOC(=O)CN(Cc1ccccc1)C(C(=O)NC1CCCCC1)c1ccccc1 (stereo not given)
(7) Cc1ccc2onc(CC(=O)N3CCN(c4ccccc4F)CC3)c2c1
(8) Cc1ccc(NC(=O)Nc2ccc3nc(N4CCN(C)CC4)cc(C)c3c2)cc1C
Compound	1	2	3	4	5	6	7	8
DRD3 agonist	1	6	7	2	22	-12	-16	-24
KB-V1 MDR tox	-1%	-6%	-26%	5%	27%	?	-1%	-6%
KB-3-1 tox	-4%	6%	-11%	7%	-6%	?	4%	-15%

(9) CN1c2ccccc2-c2nc(SCC(=O)Nc3ccccc3C(F)(F)F)ncc2S1(=O)=O
(10) CCOc1ccc(NC(=O)c2cc(CN3CCCC3)on2)cc1
(11) Cc1noc(-c2ccc(-c3noc(-c4cccc(F)c4)n3)cc2)n1
(12) CCCCCCc1c(C)c2c(cc(C)c3c(C)coc32)oc1=O
(13) CCCCNC(=O)c1[nH]c2ccccc2c1Sc1ccc(C)cc1
(14) CN(C)c1ccc(C(CNS(=O)(=O)c2ccc(Cl)cc2)N2CCOCC2)cc1 (stereo not given)
(15) O=C(Cc1ccccc1)NCCc1csc2nc(-c3ccc(Cl)cc3)nn12
(16) CN(C)c1ccc(NC(=O)Cn2c(SCc3ccccc3F)nc3cccnc32)cc1
Compound	9	10	11	12	13	14	15	16
DRD3 agonist	5	-12	-13	-12	4	-7	6	0
KB-V1 MDR tox	3%	-4%	23%	13%	26%	4%	-13%	-14%
KB-3-1 tox	-3%	6%	19%	8%	5%	4%	-2%	-3%

(17) Cc1ccc2c(Sc3ccccc3)c(C(=O)NCc3ccccc3F)[nH]c2c1
(18) COc1cc(C2C(C(=O)Nc3ccc(C)cc3C)=C(C)Nc3nc(SCc4ccccc4)nn32)cc(OC)c1OC (stereo not given)
(19) O=C(Nc1sc2c(c1C(=O)NCC1CCCO1)CCC2)c1cc(=O)c2cc(Cl)ccc2o1 (stereo not given)
(20) CCCN(CCC)C(=O)c1c2c(nc3ccccc13)C(=O)N(C1CCCCC1)C2
(21) Cc1cc(C)c2c(n1)nn1c(C)c(CCC(=O)Nc3cccc(C)c3C)c(C)nc21
(22) COc1cc(OC)c(OC)cc1/C=C/c1nc2cc3ccccc3cc2c(=O)n1-c1ccccc1Br
(23) Cc1ccc(NC(=O)CN2C(=O)CSc3ccc(S(=O)(=O)N(C)C)cc32)cc1C
(24) O=C(CN(c1ccc(Cl)c(C(F)(F)F)c1)S(=O)(=O)c1ccccc1)Nc1cccnc1
Compound	17	18	19	20	21	22	23	24
DRD3 agonist	1	5	6	0	-2	7	-13	8
KB-V1 MDR tox	25%	1%	9%	-25%	-5%	8%	0%	-11%
KB-3-1 tox	7%	2%	5%	10%	-8%	-3%	8%	-2%

# Gathered by group: the compounds so far containing a CF3 group.
(9) CN1c2ccccc2-c2nc(SCC(=O)Nc3ccccc3C(F)(F)F)ncc2S1(=O)=O
(24) O=C(CN(c1ccc(Cl)c(C(F)(F)F)c1)S(=O)(=O)c1ccccc1)Nc1cccnc1
Compound	9	24
DRD3 agonist	5	8
KB-V1 MDR tox	3%	-11%
KB-3-1 tox	-3%	-2%

# (listing goes on)
(25) COCCNC(=O)c1cc2c(Cl)nc3ccc(C)cc3c2s1
(26) COc1cc(C2c3c(oc4ccccc4c3=O)C(=O)N2c2nnc(C(C)C)s2)cc(OC)c1OC (stereo not given)
(27) CC(C)(C)c1ccc(C(=O)Nc2ccc(-c3nc4cc(Cl)ccc4o3)cc2)cc1
(28) CCCNC(=O)c1c2c(nc3ccccc13)C(=O)N(C1CCCCC1)C2
(29) COC(=O)c1ccc(OC)c(Cn2c(=O)n(Cc3ccccc3)c(=O)c3c2c2cc(OC)ccc2n3C)c1
(30) CCC(=O)NCCc1nc2cc(NC(=O)c3cccc(Br)c3)ccc2n1C
(31) CCCc1nnc(NC(=O)c2nc(SCC)ncc2Cl)s1
(32) COc1ccc(S(=O)(=O)N2CCC(C(=O)Nc3ccccc3)CC2)cc1OC
Compound	25	26	27	28	29	30	31	32
DRD3 agonist	6	5	-11	-4	2	7	-17	1
KB-V1 MDR tox	0%	16%	15%	7%	23%	?	10%	16%
KB-3-1 tox	-2%	0%	0%	-4%	23%	6%	1%	13%

(33) CSc1cccc(NC(=O)CN(C)S(=O)(=O)c2ccc3c(c2)n(C)c(=O)c(=O)n3C)c1
(34) CCOC(=O)c1c(C)oc2nc(C)nc(NCCc3ccc(OC)c(OC)c3)c12
(35) CC(C)CNC(=O)Nc1cc(C(=O)NCc2ccc(C(C)C)cc2)ccc1N1CCCC1
(36) Cc1cccc(C)c1-n1ncc(C(=O)Nc2ccc3c(c2)OCCO3)c1C1CCN(C(=O)OC(C)(C)C)CC1
(37) COc1ccc(-c2cc(=O)oc3c4c(ccc23)OCN(Cc2cccc(OC)c2)C4)cc1
(38) O=C(NCC(c1ccco1)S(=O)(=O)c1ccc(Cl)cc1)c1ccccc1F (stereo not given)
(39) CC(=O)c1ccc(NC(=O)CSc2ccc(-c3cccs3)nn2)cc1
(40) O=C(Nc1cccc(C(F)(F)F)c1)c1cc(CN2CCOCC2)on1
Compound	33	34	35	36	37	38	39	40
DRD3 agonist	-2	8	-7	5	-22	10	-5	-5
KB-V1 MDR tox	-4%	-2%	0%	-1%	?	7%	-7%	24%
KB-3-1 tox	-4%	-10%	-1%	26%	-5%	0%	14%	16%

(41) Cc1ccccc1C(=O)N1CCC(N2CCN(Cc3ccc(F)cc3)C(=O)C2=O)CC1
(42) CCc1ccc2ncc3c(-c4ccc(F)cc4)nn(CC(=O)NCc4ccccc4)c3c2c1
(43) Cc1ccc2c(c1)N(C(=O)N1CCC(C(=O)NCc3ccccc3F)CC1)CC(C)O2 (stereo not given)
(44) Clc1ccc(CCNC(c2cccc(Cl)c2)c2nnc(-c3ccccc3)o2)cc1 (stereo not given)
(45) COc1cccc(C(=O)Nc2nc3nc(-c4ccccc4)cc(=O)n3[nH]2)c1
(46) COc1ccc(CCNc2oc(COc3cccc(C)c3)nc2C#N)cc1OC
(47) COc1ccc(-c2ccc(NS(=O)(=O)c3ccc(OC)c(OC)c3)cc2)nn1
(48) CC(=O)c1ccc(NC(=O)CSc2nnc(N)s2)cc1
Compound	41	42	43	44	45	46	47	48
DRD3 agonist	7	-9	-9	-3	3	-2	-13	-7
KB-V1 MDR tox	21%	0%	9%	-9%	6%	0%	5%	-6%
KB-3-1 tox	18%	3%	-3%	0%	7%	-6%	1%	5%

# In the list so far, these have a tert-butyl group:
(27) CC(C)(C)c1ccc(C(=O)Nc2ccc(-c3nc4cc(Cl)ccc4o3)cc2)cc1
(36) Cc1cccc(C)c1-n1ncc(C(=O)Nc2ccc3c(c2)OCCO3)c1C1CCN(C(=O)OC(C)(C)C)CC1
Compound	27	36
DRD3 agonist	-11	5
KB-V1 MDR tox	15%	-1%
KB-3-1 tox	0%	26%

# (next part)
(49) CCOc1ccc(-c2csc(-c3nc(-c4ccc(Br)s4)cs3)n2)cc1
(50) COC(=O)c1ccccc1NC(=O)Nc1cccc(OCc2cc(=O)n3cccc(C)c3n2)c1
(51) Cn1c(=O)c2c(SCC(=O)NCc3ccco3)nc(-c3ccccc3)nc2n(C)c1=O
(52) CCOC(=O)c1cccc(NC(=O)NCCc2c(C)nn(C)c2C)c1
(53) COc1ccc(Nc2nc3ccc(C)cc3nc2-n2nc(C)cc2C)cc1Cl
(54) Cc1cccc(C)c1OCCn1c(C2CC(=O)N(c3cccc(Cl)c3)C2)nc2ccccc21 (stereo not given)
(55) Cc1ccc2c(CNCc3cccc(Cl)c3)c(C(=O)O)n(Cc3ccc(F)cc3Cl)c2c1
(56) COc1ccc(-n2nc(C(=O)Nc3cc(C)ccn3)c3c4ccccc4n(C)c3c2=O)cc1
Compound	49	50	51	52	53	54	55	56
DRD3 agonist	-2	-12	11	2	9	-21	0	2
KB-V1 MDR tox	6%	0%	26%	5%	2%	-6%	0%	0%
KB-3-1 tox	8%	-7%	3%	0%	0%	-4%	3%	-5%

(57) Cc1cc2nn(-c3ccccc3)nc2cc1NC(=O)c1cccc2c(Cl)cccc12
(58) O=C(CCS(=O)(=O)c1cc(Br)cc2c1N(C(=O)C1CC1)CC2)Nc1ccc(C(F)(F)F)cc1
(59) Cc1ccc(Nc2c(-c3ccc(C)cc3)nc3c(C)cccn23)cc1
(60) CCCCCCOc1ccc(/C=C/C(=O)Nc2sc3c(c2C(=O)OC)CCC3)cc1OC
(61) COc1ccc(CNCCCSc2nnnn2C)c(OC)c1
(62) Cc1oc(-c2ccccc2F)nc1CN1CCC(C(=O)NCCc2ccccc2)CC1
(63) CCOCCCn1c(SCC(=O)Nc2ccc(C(C)C)cc2)nc2c(sc3ccccc32)c1=O
(64) Cc1cccc(N2CCN(S(=O)(=O)c3ccc4[nH]c5c(c4c3)CCCCC5)CC2)c1C
Compound	57	58	59	60	61	62	63	64
DRD3 agonist	5	-6	3	-37	-12	-8	-10	-6
KB-V1 MDR tox	?	18%	0%	?	15%	5%	0%	-23%
KB-3-1 tox	12%	5%	-16%	-7%	4%	-4%	0%	?

# A second format for some results above:
42	CCc1ccc2ncc3c(-c4ccc(F)cc4)nn(CC(=O)NCc4ccccc4)c3c2c1
  DRD3 agonist = -9
  KB-V1 MDR tox = 0%
  KB-3-1 tox = 3%
43	Cc1ccc2c(c1)N(C(=O)N1CCC(C(=O)NCc3ccccc3F)CC1)CC(C)O2 (stereo not given)
  DRD3 agonist = -9
  KB-V1 MDR tox = 9%
  KB-3-1 tox = -3%

# (cont.)
(65) O=C(CCS(=O)(=O)c1cc(Br)cc2c1N(C(=O)C1CC1)CC2)N1CCN(c2ccccc2)CC1
(66) CN1CC(=O)N(CC(=O)Nc2cccc(C#N)c2)c2ccccc2C1=O
(67) CCOc1ccc(CCNC(=O)c2nn(-c3ccc(OC)c(Cl)c3)c(=O)c3c2c2ccccc2n3C)cc1OCC
(68) COc1ccccc1NC(=O)C1=C(C)Nc2nc(-c3ccco3)nn2C1c1ccccc1F (stereo not given)
(69) O=C(CC1N=C2c3ccccc3N=C(SCc3cccc(F)c3)N2C1=O)NCc1ccc2c(c1)OCO2 (stereo not given)
(70) CCOC(=O)c1cc(S(=O)(=O)N2CCN(c3cccc(OC)c3)CC2)[nH]n1
(71) O=C(CSc1nnc(-c2cccs2)o1)Nc1cccc(C(F)(F)F)c1
(72) CCn1cc2nc(SCc3cccc(F)c3)n(CCc3ccccc3)c(=O)c2n1
Compound	65	66	67	68	69	70	71	72
DRD3 agonist	-10	9	1	3	-24	-20	-22	-4
KB-V1 MDR tox	?	-3%	1%	11%	?	-17%	-17%	-2%
KB-3-1 tox	5%	7%	-2%	9%	-10%	0%	0%	-1%

# Full records from above:
# COc1ccccc1NC(=O)C1=C(C)Nc2nc(-c3ccco3)nn2C1c1ccccc1F (stereo not given) reads DRD3 agonist: 3; KB-V1 MDR tox: 11%; KB-3-1 tox: 9%
# O=C(CCS(=O)(=O)c1cc(Br)cc2c1N(C(=O)C1CC1)CC2)N1CCN(c2ccccc2)CC1 reads DRD3 agonist: -10; KB-V1 MDR tox: ?; KB-3-1 tox: 5%

# Remaining list, next part:
(73) CCOc1ccc(N2CC(c3nc4ccccc4n3CCC3CCCCC3)CC2=O)cc1 (stereo not given)
(74) O=C(Nc1ccc(C(=O)OCc2cc(=O)n3nc(C4CC4)sc3n2)cc1)c1ccc(F)cc1
(75) COc1ccc(OCCCn2c(C3CC(=O)N(c4ccc(F)cc4)C3)nc3ccccc32)cc1 (stereo not given)
(76) COc1ccc(NC(=O)C(C)n2nc(C)c3c(C)n(-c4ccccc4)nc3c2=O)cc1Cl (stereo not given)
Compound	73	74	75	76
DRD3 agonist	5	2	-4	5
KB-V1 MDR tox	13%	-8%	?	7%
KB-3-1 tox	0%	-5%	?	-8%
